# Bioassay records deposited in PubChem by Vanderbilt High Throughput Screening Facility.
# AMPAR-TARP mod: GluA2-stargazin AMPA receptor complex modulation | O88602+P19491 | HEK293 GluA2+stargazin, membrane potential dye (FDSS), glutamate EC50; hits were called plate by plate, in both directions | calls only at 30 µM | 40,000 compounds, 3.5% hits | AID 1259245;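 active means any of four per-well response measures lying three or more SD from its plate-wide compound average, in either direction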
# AMPAR-TARP mod agonism max-min: second read-out of AMPAR-TARP mod, no call of its own (marks repeat the call); compound max-min signal; compound-alone response (agonism);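 unitless range of fluorescence divided by baseline over first 100 seconds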
# AMPAR-TARP mod glutamate slope: second read-out of AMPAR-TARP mod, no call of its own (marks repeat the call); glutamate slope, % of max; measured here: glutamate response slope, % max;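 scaled per plate between vehicle wells and maximal 1 mM glutamate control wells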
# * marks the source's active call; other numbers are inactive results; i = inactive; + = active, no number; & = joins results of further samples. Some of the compounds tested; count on the stated rates, not on these rows.
Molecule | AMPAR-TARP mod | AMPAR-TARP mod agonism max-min | AMPAR-TARP mod glutamate slope
C#CC1(OCC(O)CN2CCN(C(=O)OCC)CC2)CCCCC1 (stereo not given) | i | 0.078 | 41
O=C(COc1ccc(Cl)cc1Cl)NCCn1nc(-c2cccnc2)ccc1=O | i | 0.1 | 54
CCCNC(=O)c1c(N)n(-c2ccc(C(=O)OC)cc2)c2nc3ccccc3nc12 | i | 0.12 | 63
CCOC(=O)N1CCN(C(=O)C(C)c2ccc([N+](=O)[O-])cc2)CC1 (stereo not given) | i | 0.043 | 38
COc1ccc(Cc2nnc(C3CCN(C(=O)c4cccc(N(C)C)c4)CC3)s2)cc1 | i | 0.061 | 57
CCOC(=O)c1oc2ccccc2c1NC(=O)C1CCN(S(=O)(=O)c2ccc(OC)cc2)CC1 | i | 0.1 | 51
CCN1CCN(S(=O)(=O)CCNC(=O)c2ccccc2F)CC1 | i | 0.038 | 43
COc1ccccc1OCC(=O)Nc1ccc(OC)c(N2CCCCC2=O)c1 | i | 0.045 | 36

# Later entries
Molecule | AMPAR-TARP mod | AMPAR-TARP mod agonism max-min | AMPAR-TARP mod glutamate slope
Cc1cc(C)c(NC(=O)C(=O)NCC2CCN(C3CCCC3)CC2)c(C)c1 | i | 0.072 | 62
Cc1ccc(C(=O)Nc2ccccc2OC(F)F)cc1S(=O)(=O)N1CCCC1 | i | 0.039 | 52
Cc1cc2ccccc2n1CCNC(=O)C1CC1 | i | 0.057 | 61
CNc1cc(S(=O)(=O)N2CCCC2)ccc1OC | i | 0.1 | 65
Cn1cccc1C(CNC(=O)C(=O)NCc1ccccc1)N1CCCCCC1 (stereo not given) | i | 0.054 | 53
O=C(Nc1ccc(S(=O)(=O)Nc2nccs2)cc1)c1csc(-c2cnccn2)n1 | + | 0.27* | 86*
COc1ccc(CC(=O)Nc2nc(-c3ccccc3)c(C(C)=O)s2)cc1 | i | 0.17 | 43
COc1ccc(C)cc1NC(=O)CN1CCCN(Cc2cc(C)ccc2C)S1(=O)=O | i | 0.076 | 51

# Other compounds:
Molecule | AMPAR-TARP mod | AMPAR-TARP mod agonism max-min | AMPAR-TARP mod glutamate slope
O=C(NCC1CCN(C(=O)c2cccnc2)CC1)C(=O)Nc1ccc2c(c1)OCCO2 | i | 0.11 | 66
COc1ccc(-c2cn(CC(=O)Nc3cccc(OC)c3)nc2N(C)C)cc1 | i | 0.084 | 59
Cc1ccc(C)c2c1sc(=NC(=O)C1CCCN(S(C)(=O)=O)C1)n2C (stereo not given) | i | 0.12 | 44
CCSc1ccc(CC(=O)Nc2nnc(-c3ccccc3OC)o2)cc1 | i | 0.07 | 58
CCc1cc(=O)oc2c(C)c(OCC(=O)OC(C)(C)C)ccc12 | i | 0.059 | 48
Cc1c(NC(=S)NC(=O)C2CCCCC2)c(=O)n(-c2ccccc2)n1C | i | 0.087 | 57
COc1ccc(N2C(=O)C3N=NN(CC(=O)Nc4cccc(C(F)(F)F)c4)C3C2=O)cc1OC (stereo not given) | i | 0.087 | 52
O=C(NCC1COC2(CCCCC2)O1)c1ccccc1F (stereo not given) | i | 0.073 | 99

# Following part
Molecule | AMPAR-TARP mod | AMPAR-TARP mod agonism max-min | AMPAR-TARP mod glutamate slope
Cc1nc(N2CCN(c3ccccc3)CC2)nc(N2CCOCC2)c1[N+](=O)[O-] | i | 0.11 | 58
CC1Cc2cc(-c3cc(CC(=O)NCc4ccncc4)no3)ccc2O1 (stereo not given) | i | 0.034 | 52
COCCCNC(=O)C1CCC(Cn2c(=S)[nH]c3ccccc3c2=O)CC1 (stereo not given) | i | 0.12 | 61
Cn1nc(NC(=O)C2CC(=O)N(c3ccc(F)cc3)C2)c2c1NC(=O)CC2c1ccco1 (stereo not given) | i | 0.1 | 65
COc1ccc(-c2csc(CN3CCN(C(=O)NC(C)C)CC3)n2)cc1 | i | 0.13 | 49
Cc1ccnc(NC(=O)c2cccc(S(=O)(=O)N3CCCCCC3)c2)c1 | i | 0.065 | 7
CCCCc1ccc2c(c1)sc(=NC(=O)c1ccn(C)n1)n2CC(=O)OC | i | 0.067 | 68
Cn1c(-c2cccs2)nn(CCNC(=O)C2CCN(S(C)(=O)=O)CC2)c1=O | i | 0.17 | 85

# (continued)
Molecule | AMPAR-TARP mod | AMPAR-TARP mod agonism max-min | AMPAR-TARP mod glutamate slope
COc1cc(-c2ccc(=O)n(Cc3cccc4ccccc34)n2)cc(OC)c1OC | i | 0.1 | 97
Cc1cn2c3c(=O)n(CC(N)=O)c(=O)n(C)c3nc2n1C1CCCCC1 | i | 0.045 | 53
COCCn1c(-n2nc(C)cc2C)nc2c1c(=O)n(CCc1ccccc1)c(=O)n2C | i | 0.057 | 48
COc1cccc(C(=O)Nc2ccccc2-c2nc3ccccc3[nH]c2=O)c1 | i | 0.049 | 62
COc1cccc2sc(N(CCN(C)C)C(=O)c3cc(C)nn3C)nc12 | + | 0.16* | 47*
CNC(=O)C(=O)NCC(O)c1ccc(C(F)(F)F)cc1 (stereo not given) | i | 0.085 | 40
Cc1cc(C)c(S(=O)(=O)N2CCN(C(=O)N3CCCC3)CC2)c(C)c1 | i | 0.053 | 62
CC(C)c1cc(=O)n(CC(=O)N2c3ccc(F)cc3CCC2C)cn1 (stereo not given) | i | 0.089 | 62

# (further entries)
Molecule | AMPAR-TARP mod | AMPAR-TARP mod agonism max-min | AMPAR-TARP mod glutamate slope
Cc1ccc2nc(N(CCN3CCOCC3)C(=O)c3ccc([N+](=O)[O-])o3)sc2c1 | + | 0.15* | 57*
COc1ccc(S(=O)(=O)N2CCN(c3ccc(N4CCOCC4)nn3)CC2)c(C)c1C | i | 0.092 | 40
CCCSc1nnc(C)c(=O)[nH]1 | i | 0.083 | 71
O=C(Nn1cnc2c(cnn2-c2cccc(Cl)c2)c1=O)c1ccccc1C(F)(F)F | i | 0.078 | 57
COc1cn(CC(=O)NCc2ccc3c(c2)OCO3)c(CSc2nnnn2C)cc1=O | i | 0.062 | 48
COc1ccccc1-c1noc(Cn2c(=O)n(CCc3ccccc3)c(=O)c3sccc32)n1 | i | 0.092&0.066 | 53&93
COc1cc(S(=O)(=O)N2CCN(c3ccc(F)cc3)CC2)c(C)cc1Br | i | 0.1 | 76
COCCCNC(=O)c1cc(-c2ccco2)nc2c1c(C)nn2C1CCS(=O)(=O)C1 (stereo not given) | i | 0.053 | 33

# Next section.
Molecule | AMPAR-TARP mod | AMPAR-TARP mod agonism max-min | AMPAR-TARP mod glutamate slope
O=C1CCCC(=O)N1CCS(=O)(=O)N1CCN(c2ncccn2)CC1 | i | 0.089 | 59
O=C(Cc1csc(NC(=O)c2ccc(=O)[nH]c2)n1)NCCc1ccc(Cl)cc1 | i | 0.065 | 41
CCOC(=O)CNC(=O)CSC1=NS(=O)(=O)c2ccccc2N1 | i | 0.069 | 56
O=S(=O)(Nc1ccc2c(c1)OCCO2)c1c(Cl)cccc1Cl | i | 0.11 | 56
COc1ccccc1Nc1nc(N2CCOCC2)c2ccccc2n1 | + | 0.17* | 59*
COc1cc(C(C)=O)ccc1OCC(O)CN1CCN(c2ccc(C)c(Cl)c2)CC1 (stereo not given) | i | 0.053&0.11 | 44&67
C=CCNC(=O)C(=O)Nc1c2c(nn1C(C)(C)C)CSC2 | i | 0.045 | 55
O=C(NCCC1=CCCCC1)C(=O)NCc1ccccn1 | i | 0.089 | 71

# Continued.
Molecule | AMPAR-TARP mod | AMPAR-TARP mod agonism max-min | AMPAR-TARP mod glutamate slope
Cc1nnc(CNC(=O)C(C)n2nnc3ccccc3c2=O)o1 (stereo not given) | i | 0.084 | 66
COC(=O)C12CC3CC(CC(NC(=O)c4cc5ccccc5[nH]4)(C3)C1)C2 | i | 0.13 | 54
COc1ccc(NC(C)=O)cc1NC(=O)c1ccc(=O)n(Cc2ccc(F)cc2)n1 | i | 0.092 | 57
CC(=O)N1CCc2c(sc(NC(=O)CCCS(=O)(=O)c3ccc(F)cc3)c2C#N)C1 | i | 0.11 | 70
COc1ccc(NC(=O)c2ccc(COc3ccccc3C)o2)cc1 | i | 0.097 | 47
CCNC(=O)CSc1nc(-c2ccccc2)c(NC(=O)CC2CCCC2)s1 | i | 0.058 | 45
COc1ccc(NC(=O)c2ccc(S(=O)(=O)N(C)Cc3ccco3)cc2)cc1 | i | 0.12 | 54
CCCc1c(C(=O)Nc2cccc(C(=O)OC)c2)nnn1-c1ccccc1 | + | 0.13* | 78*

# (listing goes on)
Molecule | AMPAR-TARP mod | AMPAR-TARP mod agonism max-min | AMPAR-TARP mod glutamate slope
Cc1sc(NC(=O)c2ccc(F)cc2)c(CN2CCCCC2)c1C | i | 0.13 | 66
O=C(NCc1ccccc1Cl)C1CCN(C(=O)Nc2cccs2)CC1 | i | 0.084 | 57
CC(C)CC(C(=O)N1CCCCC1)N1C(=O)c2ccccc2C1=O (stereo not given) | i | 0.073 | 30
CCOC(=O)Cn1c(=NC(=O)c2ccn(C)n2)sc2cc3c(cc21)OCO3 | i | 0.076 | 65
COc1cc(N2CCN(C(=O)Nc3ccccc3F)CC2)nc(OC)n1 | i | 0.081 | 52
COCCn1c(=O)c2c(nc3n(-c4ccc(C)cc4C)c(-c4ccccc4)cn23)n(C)c1=O | i | 0.037 | 36
O=C(NCCc1c[nH]c2ccccc12)C(=O)NCc1ccc(F)cc1 | i | 0.092 | 58
COc1cc(/C=C2\Oc3cc(OC(=O)N4CCOCC4)ccc3C2=O)cc(OC)c1OC | i | 0.11 | 74

# Going on with the list.
Molecule | AMPAR-TARP mod | AMPAR-TARP mod agonism max-min | AMPAR-TARP mod glutamate slope
C#CCn1c(CCC)nc2ccccc21 | i | 0.11 | 73
O=C(NCCc1ccccc1)C(=O)NCC1CCN(C(=O)COc2ccccc2)CC1 | + | 0.17* | 49*
O=C(NC1CC(=O)N(C2CC2)C1)c1cnc2ccccc2n1 (stereo not given) | i | 0.11 | 68
CCOc1ccccc1C(=O)NCCCN1CCOC(c2ccccc2)C1 (stereo not given) | i | 0.063 | 47
O=C1CN(Cc2ccco2)C2CS(=O)(=O)CC2N1c1cccc(Cl)c1 (stereo not given) | i | 0.071 | 53
CCc1ccccc1NC(=O)NC1(c2nc(-c3cnccn3)no2)CCCCC1 | i | 0.073 | 61
CC(O)(CNC(=O)NCc1cccc2ccccc12)c1ccc2c(c1)OCO2 (stereo not given) | i | 0.11 | 45
CCCCNC(=O)Nc1ccccn1 | i | 0.13 | 61

# More structures
Molecule | AMPAR-TARP mod | AMPAR-TARP mod agonism max-min | AMPAR-TARP mod glutamate slope
COC(=O)N1CCC(CNC(=O)Cc2cccc(OC)c2)CC1 | i | 0.095 | 64
COc1ccc(CCn2c(C)cn3c4c(=O)n(Cc5ccccc5F)c(=O)n(C)c4nc23)cc1OC | i | 0.081 | 68
Cc1cc(=O)n(CC(=O)NCc2ccc(Cl)cc2)cn1 | i | 0.087 | 58
O=C(Cc1cccs1)N1CCN(c2ccccn2)CC1 | i | 0.066 | 29
O=C(NCC(c1cccc2ccccc12)N1CCCC1)c1ccc2c(c1)OCO2 (stereo not given) | i | 0.06 | 47
O=C(CCc1ccccc1)NNC(=O)c1ccc(=O)n(Cc2ccccc2)c1 | i | 0.07 | 52
Cc1cccc(-n2ncc3c(=O)n(CC(=O)N4CCCCCC4)cnc32)c1C | i | 0.12 | 59
CC12CCC(C(=O)Nc3ccc(Cl)cn3)(OC1=O)C2(C)C (stereo not given) | i | 0.037 | 60

# (listing goes on)
Molecule | AMPAR-TARP mod | AMPAR-TARP mod agonism max-min | AMPAR-TARP mod glutamate slope
O=C(NC(=S)NCc1ccccc1)c1ccccc1[N+](=O)[O-] | i | 0.1 | 5
C#CC1(OCC(O)CN2CC(C)CC(C)C2)CCCCC1 (stereo not given) | i | 0.074 | 50
COc1ccc2sc(N(CCN3CCOCC3)C(=O)/C=C/c3ccccc3)nc2c1 | i | 0.077 | 41
CCN1C(=O)CCc2cc(NC(=O)c3cccc(OC)c3OC)ccc21 | i | 0.086 | 56
Cc1ccc(Cl)cc1N1CCN(S(=O)(=O)N2CCCC2)CC1 | i | 0.068 | 58
CCOC(=O)C(=O)Nc1cc(C)nn1-c1nc2c(cnn2-c2cccc(C)c2C)c(=O)[nH]1 | i | 0.12 | 61
CCCCOc1ccccc1NC(=O)CC1NCCNC1=O (stereo not given) | i | 0.069 | 58
Cc1ccc(-c2cnn3c(NCCCn4ccnc4)cc(C)nc23)cc1 | i | 0.18 | 41

# Going on with the list.
Molecule | AMPAR-TARP mod | AMPAR-TARP mod agonism max-min | AMPAR-TARP mod glutamate slope
CCOc1ccc(S(=O)(=O)Nc2ccc(CC(=O)NCc3cccs3)cc2)cc1 | i | 0.065 | 32
O=C(c1ccc(S(=O)(=O)N2CCCCCC2)cc1)N1CCN(c2ccccc2)CC1 | i | 0.1 | 57
CN(C)C(CNC(=O)C(C)(C)C)c1ccccc1Cl (stereo not given) | i | 0.13 | 49
O=C(NCCS(=O)(=O)N1CCN(Cc2ccccc2)CC1)c1cc2ccccc2o1 | i | 0.059 | 49
COC(=O)c1ccccc1NC(=O)NCc1ccccc1 | i | 0.11 | 54
O=C(NCCS(=O)(=O)N1CCN(Cc2ccccc2)CC1)c1ccc(F)c(F)c1 | i | 0.077 | 46
O=C(CSc1ccc(-c2ccco2)nn1)Nc1cc(C(F)(F)F)cc(C(F)(F)F)c1 | i | 0.062 | 50
Cc1noc(C)c1S(=O)(=O)NCCC(O)c1cccs1 (stereo not given) | i | 0.1 | 66
